LYP phosphatase: inhibitors of LYP phosphatase, biochemical, fluorescence intensity, uHTS (AID 1779); Tyrosine-protein phosphatase non-receptor type 22 (Homo sapiens); recombinant LYP phosphatase, fluorescence intensity; higher % means a stronger effect; inhibition, % at 11.5 µM; hits with a dose series show IC50 in µM; hit rate 0.054% among 290,000; in the data active = inhibition above about 50%;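 note: plate controls were vehicle with enzyme for no effect and no enzyme for full effect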
AID2073: inhibitors of Mint1-CaV2.2 protein interaction, biochemical, HTRF (AID 2073); HTRF protein-protein interaction, Mint1-CaV2.2; higher % means a stronger effect; inhibition, % at 20 µM; hits with a dose series show IC50 in µM; hit rate 0.19% among 290,000; in the data active = inhibition mostly above about 51%, no sharp cut-off; inconclusive = no clear call, values can overlap the other calls; inactive = mostly below about 53%; note: some results filed as inactive read as strong as hits
Dengue-2 NS5 capping: Dengue-2 NS5 methyltransferase inhibitors, primary screen, biochemical, confirmation dose response (AID 588689). Genome polyprotein (Dengue virus type 2 (strain 16681-PDK53)). Dengue-2 NS5 methyltransferase capping enzyme assay, biochemical; higher % means a stronger effect. inhibition, % at 25 µM; hits with a dose series show IC50 in µM. hit rate 0.3% among 340,000; in the data active = a potency from the dose series; inconclusive = inhibition above about 29% without an active follow-up result
HIV peptide binding: inhibitors of HIV fusion peptide binding, primary screen, biochemical, uHTS, fluorescence dequenching (AID 1986). cell-free peptide binding, fluorescence dequenching, 30 min; higher % means a stronger effect. one-dose inhibition, % at 20 µM; IC50 in µM for titrated hits. hit rate 0.3% among 290,000; in the data active = inhibition mostly above about 52%, no sharp cut-off; inactive = mostly below about 76%; note: some results filed as inactive read as strong as hits
XIAP antagonists: XIAP antagonists, biochemical, IAP family, fluorescence polarization (AID 1018); E3 ubiquitin-protein ligase XIAP (Homo sapiens); XIAP BIR domain, fluorescence polarization peptide displacement; higher % means a stronger effect; displacement, % at 20 µM, or IC50 in µM where a hit was titrated; hit rate 0.007% among 200,000; in the data active = displacement above about 50%; note: a part of the inactive calls stands beside numbers as strong as those of hits
Large T inhibition: SV40 large T antigen inhibitors, biochemical (AID 1903) | SV40 large T antigen ATPase/helicase inhibition assay; higher % means a stronger effect | one-dose inhibition, % at 20 µM; IC50 in µM for titrated hits | hit rate 0.39% among 310,000; in the data active = a potency from the dose series; inconclusive = inhibition mostly from about 32% at the one dose, without a potency; inactive = the rest, 99 in 100 with inhibition below about 32%; note: strong numbers were not always called active
SIAH1 antagonists: Siah-1 peptide-binding antagonists, primary screen, biochemical, fluorescence polarization, rhodamine-plectin, uHTS (AID 1817) | E3 ubiquitin-protein ligase SIAH1 (Homo sapiens) | Siah-1 / rhodamine-plectin peptide fluorescence polarization; higher % means a stronger effect | one-dose displacement, % at 20 µM; IC50 in µM for titrated hits | hit rate 0.02% among 290,000;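 active = displacement of at least 50% at 20 µM, with a fluorescence ratio check between 0.3 and a set limit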;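 note: plate controls were Siah plus tracer with DMSO for no effect and tracer alone without Siah for full effect; strong numbers were not always called active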
RSV CPE inhibition: RSV antiviral activity via CPE protection, HEp-2 cells, primary 10 µM value included (AID 2391). HEp-2 cells, RSV-induced CPE inhibition; higher % means a stronger effect. CPE inhibition, % at 10 µM; hits with a dose series show IC50 in µM. hit rate 0.13% among 310,000; in the data active = a potency from the dose series; inconclusive = CPE inhibition mostly from about 23% at the one dose, without a potency; inactive = the rest, 99 in 100 with CPE inhibition below about 21%; note: strong numbers were not always called active
MgcRacGAP inhibition: MgcRacGAP GTPase-activating activity inhibitors, confirmation, biochemical, ADP Hunter fluorescence. hit rate 0.6% among 340,000. inhibition, % at 30 µM; hits with a dose series show IC50 in µM. MgcRacGAP-stimulated Rac1 GTP hydrolysis, ADP Hunter fluorescence; higher % means a stronger effect; GST-tagged Rac1 F28L mutant substrate. Rac GTPase-activating protein 1 (Homo sapiens);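 active = first-screen hits whose inhibition reached a set limit at any dose in the follow-up dose series; inconclusive = inhibition above the set first-screen limit but never retested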;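 note: fluorescence reports GDP produced by GAP-driven GTP hydrolysis; strong numbers were not always called active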
Dengue-2 NS5 capping pilot replicate: second read-out of Dengue-2 NS5 capping, no call of its own (marks repeat the call); inhibition, %; measured here: pilot screen replicate inhibition
Numbers without * were called inactive; ? = inconclusive; . = no result given. Outcome played no part in choosing rows; overall some 1.7% were active at least once.

SMILES	LYP phosphatase	AID2073	Dengue-2 NS5 capping	HIV peptide binding	XIAP antagonists	Large T inhibition	SIAH1 antagonists	RSV CPE inhibition	MgcRacGAP inhibition	others
CC(C)[C@H](NC(=O)C1(c2ccccc2)CCN(C(=O)OC(C)(C)C)CC1)C(=O)O	-3%	0%	-10%	2.7%	-3.0%	5%	2%	0.0%	-2%
COc1ccc(-c2cn(CCCOCc3ccccc3)nn2)cc1	-13%	2%	2%	-0.4%	.	7%	-4%	3.4%	6%
CC(C)Sc1nc(SCC(=O)NCc2ccco2)c2c3c(sc2n1)COC(C)(C)C3	-2%	21%	2%	-3.3%	-2.2%	6%	0%	1.0%	16%
CC(C)CCN1CC(O)=C(c2nc(-c3ccc(Cl)cc3)cs2)C1=N	-3%	5%	-4%	-2.4%	-21%	2%	-3%	0.7%	4%
COc1ccccc1/C=N/NC(=O)c1ccc(NC(=O)c2cccc([N+](=O)[O-])c2)cc1	-4%	22%	.	-1.9%	-1.8%	1%	-5%	-1.3%	.
CC(NC(=O)CCNS(=O)(=O)c1ccccc1)c1ccccc1 (stereo not drawn)	-7%	11%	4%	-0.5%	.	-5%	-4%	0.9%	4%
CN(CC(=O)Nc1ccc(F)cc1)C(=O)C1CC(=O)N(Cc2ccccc2)C1 (stereo not drawn)	-7%	-3%	-1%	-2.2%	.	25%	0%	2.4%	6%
CN(CCc1cnn(C)c1)Cc1cn(C)nc1-c1ccc2c(c1)OCCO2	-8%	0%	10%	0.2%	-0.2%	19%	0%	0.8%	5%
CCN(CC)P(=O)(/C(Cl)=C\Nc1c(C)n(C)n(-c2ccccc2)c1=O)N(CC)CC	-6%	4%	10%	-2.1%	-4.4%	14%	-2%	1.6%	1%
Cn1c(=O)n(C)c2cc(S(=O)(=O)NCCO)ccc21	-6%	-7%	3%	-0.4%	-0.8%	6%	0%	1.0%	-6%
CC(C)OC(=O)CSc1nc2cccnc2n1C1CCCCC1	-8%	0%	6%	0.7%	-6.1%	9%	-6%	-0.7%	5%
CCN(CC)C(=O)C1CCCN(c2ccc([N+](=O)[O-])cc2/C=N/NC(=O)c2cccc(O)c2)C1 (stereo not drawn)	-2%	-7%	5%	-2.9%	-15%	0%	-6%	1.1%	14%
CSCCC(NC(=O)c1ccc(Cl)cc1)C(=O)O (stereo not drawn)	-9%	8%	-14%	-1.7%	-5.9%	12%	3%	1.9%	3%
O=C(CN1CCCC1)Nc1ccc(Br)cc1	-10%	-7%	-2%	0.1%	-9.7%	3%	0%	-1.3%	?
CN(C)CCNC(=S)Nc1ccccc1C(C)(C)C	6%	-15%	-4%	0.9%	-12%	3%	-1%	-0.1%	5%
CN(C)C(=O)CNC(=O)CN1C(=O)NC2(CCCc3sccc32)C1=O (stereo not drawn)	-4%	15%	-5%	-1.2%	.	2%	0%	1.9%	6%
Cc1cnc(C(=O)N2CCCC(C(=O)c3ccc(C(C)(C)C)cc3)C2)cn1 (stereo not drawn)	-2%	7%	-2%	-0.2%	-1.0%	7%	1%	11%	10%
COC(=O)c1ccc(COc2ccc(/C=N/O)cc2)o1	-2%	-9%	-1%	-1.5%	5.3%	6%	-7%	3.0%	4%
O=C(CCc1ccccc1)NNC(=O)c1ccccc1F	0%	12%	-3%	-1.1%	-5.1%	11%	4%	-1.3%	5%
O=c1[nH]c(/C=C/c2ccccc2)c([N+](=O)[O-])c(=O)[nH]1	-1%	12%	8%	23%	.	11%	-1%	0.3%	1%	Dengue-2 NS5 capping pilot replicate=-3.0

Of the compounds above, these contain a COOH group:
SMILES	LYP phosphatase	AID2073	Dengue-2 NS5 capping	HIV peptide binding	XIAP antagonists	Large T inhibition	SIAH1 antagonists	RSV CPE inhibition	MgcRacGAP inhibition	others
CC(C)[C@H](NC(=O)C1(c2ccccc2)CCN(C(=O)OC(C)(C)C)CC1)C(=O)O	-3%	0%	-10%	2.7%	-3.0%	5%	2%	0.0%	-2%
CSCCC(NC(=O)c1ccc(Cl)cc1)C(=O)O (stereo not drawn)	-9%	8%	-14%	-1.7%	-5.9%	12%	3%	1.9%	3%

(further entries)
SMILES	LYP phosphatase	AID2073	Dengue-2 NS5 capping	HIV peptide binding	XIAP antagonists	Large T inhibition	SIAH1 antagonists	RSV CPE inhibition	MgcRacGAP inhibition	others
O=C(CCc1ccccc1Cl)Nc1ccc(S(=O)(=O)N2CCOCC2)cc1	.	.	9%	.	.	20%	.	-0.6%	5%
Cc1cc2c(c(/C=C/C(=O)c3ccccc3)c1)OC1(C=C2)Oc2ccccc2C(=O)N1C (stereo not drawn)	4%	6%	3%	1.9%	-5.0%	3%	9%	14%	3%
CC(=O)Nc1ccc(N(C(=O)CNC(=O)c2ccco2)C(C(=O)NCc2ccco2)c2ccccc2F)cc1 (stereo not drawn)	1%	9%	-7%	2.8%	-5.2%	-3%	0%	-0.8%	5%
COc1ccc2ccccc2c1-c1sc(Nc2ccccc2)n[n+]1-c1ccc(F)cc1	-16%	11%	0%	-2.9%	.	20%	-9%	-3.8%	0%
Cn1cccc1Cc1nnc(SCC(=O)N2CCCCCC2)n1CCc1ccccc1	-2%	-4%	-4%	-1.1%	-14%	18%	1%	0.2%	-2%
O=C(Nc1c(-c2ccccc2)nc2ccccn12)c1ccccc1	-2%	6%	-6%	-1.5%	.	5%	-5%	0.5%	11%	Dengue-2 NS5 capping pilot replicate=3.0
COc1ccc(C2=Nc3nc(-c4ccccc4)cn3C(c3ccc(OC)cc3)C2)cc1 (stereo not drawn)	4%	?	-11%	1.2%	-4.8%	8%	0%	.	5%
COc1ccccc1CCN1CCCC(CN(C)Cc2ccc(OCCO)cc2)C1 (stereo not drawn)	-6%	1%	-2%	-1.1%	.	6%	-2%	-3.1%	11%
CCOc1ccc(N=Cc2ccc3ccccc3c2)cc1	-11%	12%	7%	3.4%	.	22%	0%	0.7%	14%
CSc1nc(Oc2cccc(C(F)(F)F)c2)cc(C(F)(F)F)n1	-7%	4%	-8%	-3.3%	-4.5%	11%	-2%	-0.1%	0%

The final 4 entries of the section before are carried over, then new ones follow.
SMILES	LYP phosphatase	AID2073	Dengue-2 NS5 capping	HIV peptide binding	XIAP antagonists	Large T inhibition	SIAH1 antagonists	RSV CPE inhibition	MgcRacGAP inhibition	others
COc1ccc(C2=Nc3nc(-c4ccccc4)cn3C(c3ccc(OC)cc3)C2)cc1 (stereo not drawn)	4%	?	-11%	1.2%	-4.8%	8%	0%	.	5%
COc1ccccc1CCN1CCCC(CN(C)Cc2ccc(OCCO)cc2)C1 (stereo not drawn)	-6%	1%	-2%	-1.1%	.	6%	-2%	-3.1%	11%
CCOc1ccc(N=Cc2ccc3ccccc3c2)cc1	-11%	12%	7%	3.4%	.	22%	0%	0.7%	14%
CSc1nc(Oc2cccc(C(F)(F)F)c2)cc(C(F)(F)F)n1	-7%	4%	-8%	-3.3%	-4.5%	11%	-2%	-0.1%	0%
CCOCCn1c(=NC(=O)/C=C/c2ccccc2Cl)sc2cc(NC(C)=O)ccc21	-4%	17%	2%	-3.5%	-2.2%	9%	5%	3.8%	0%
Cc1ccc(NC(=O)CSCCc2ccccn2)nc1	-7%	-1%	0%	0.4%	-0.5%	5%	-1%	1.6%	12%
CCCOC(=O)c1ccc(NC(=O)c2cc(Cl)ccc2OC)cc1	-2%	6%	-6%	0.9%	-4.8%	-3%	0%	1.2%	4%
CCOC(=O)c1c(NC(=O)C2CCN(S(=O)(=O)c3cccs3)CC2)sc(C)c1C	8%	5%	1%	1.3%	-1.4%	0%	2%	4.4%	2%
O=C(Cn1nnc2ccccc2c1=O)NCCc1ccccc1	-4%	2%	-4%	-0.9%	-4.4%	12%	-3%	1.4%	2%
CCCCN1CN(S(=O)(=O)c2ccc(OC)cc2)c2nc3ccccc3nc21	1%	-8%	-7%	3.8%	.	4%	0%	4.0%	-7%
COc1cccc2cc(-c3nnc(SCC(=O)Nc4nc(C)cs4)n3C)oc12	1%	18%	-6%	2.5%	-4.5%	0%	0%	4.7%	3%
O=C(c1ccc(=O)[nH]n1)N1CCN(S(=O)(=O)c2ccc3ccccc3c2)CC1	-1%	-7%	2%	-1.2%	-2.4%	13%	0%	4.5%	11%
CN(C)C(=O)CSc1nnc(Cc2ccc3c(c2)OCO3)o1	-6%	7%	2%	-1.7%	2.3%	7%	-5%	0.6%	3%
N=c1sccn1CC(=O)Nc1ccc(Cl)cc1[N+](=O)[O-]	-3%	-6%	-2%	-0.7%	.	11%	-3%	5.4%	10%
O=c1[nH]cnc2scc(-c3ccc(-c4ccccc4)cc3)c12	-1%	11%	3%	47%	-1.6%	0%	-8%	6.8%	6%
NS(=O)(=O)c1ccc(CNC(=O)C(Cc2ccccc2)NS(=O)(=O)c2ccccc2F)cc1 (stereo not drawn)	-6%	15%	-4%	-1.9%	.	3%	2%	3.9%	9%
CC(NC(=S)Nc1ccccc1C(F)(F)F)C1CC2CCC1C2 (stereo not drawn)	0%	-8%	-8%	0.7%	-4.4%	3%	2%	14%	2%
COc1ccc(S(=O)(=O)N2CCC(C(=O)N3CCCC3)CC2)cc1C	2%	-6%	5%	-0.1%	.	25%	3%	1.8%	6%
CN(C)C(=S)NC1CCS(=O)(=O)C1 (stereo not drawn)	-2%	-2%	.	0.5%	-1.2%	2%	5%	0.5%	-2%
O=C(NC(=S)Nc1ccc2oc(=O)ccc2c1)c1ccccc1F	0%	-3%	.	-0.2%	.	16%	2%	1.5%	.
CC(=O)c1ccc(NC(=O)C[n+]2ccc(N(C)C)cc2)cc1	-8%	7%	-6%	1.7%	.	7%	-2%	6.1%	11%
Cn1c(O)c(N=NC(=O)Cn2c(C(F)(F)F)nc3ccccc32)c2ccccc21	-8%	8%	1%	0.5%	-6.3%	11%	4%	2.0%	2%
